# Screening results from PubChem.
# ABHD5 PLIN5 PPI: blocks binding of human ABHD5 to perilipin-5 | Q00G26+Q8WTS1 | Split G. princeps luciferase complementation, luminescence, 4 h | inhibition, % at 4 µM | 360,000 tested, 0.78% active | AID 602281;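 active means inhibition above the mean inhibition across every tested compound plus 3 SD, cut at about 22% in these data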;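 further: 0% = DMSO only wells and the 100% control is not disclosed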
# Exocytosis inh: blocks lytic granule exocytosis | TALL-104 LAMP-1 surface exposure, flow cytometry; cells stimulated with thapsigargin and PMA | inhibition, % at 10 µM | 360,000 tested, 0.66% active | AID 651702;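 active means inhibition above about 55%, limit read from the data; inconclusive means no clear call, values can overlap the other calls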
# Cardio protect: protects H9c2 cardiomyocytes from peroxide injury; 360,000 tested, 0.63% active; protection from H2O2 cell death, % at 20 µM; H2O2 injury protection, ATPLite, 2 h;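 active means compounds giving at least 50% protection of heart cells from peroxide-induced death in the single-dose screen, raw or plate-pattern-corrected value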;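 further: 0% = DMSO wells with peroxide and 100% = DMSO wells without peroxide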
# MC4R barr agon: agonists of human melanocortin 4 receptor (MC4R) beta-arrestin; P32245; U2OS MC4R beta-arrestin complementation, luminescence; percent of melanotan II response, DMSO zero; activation, % at 8.9 µM; 360,000 tested, 0.98% active;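 active means activation above a per-plate cutoff, the mean activation of sample wells on that plate plus 3 SD, cut at about 8% in these data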
# PDI turbidity: blocks human protein disulfide isomerase activity; PDI insulin aggregation turbidity, A650, 90 min; inhibition, % at 10 µM; AID 588391; 350,000 tested, 0.052% active; P07237;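 active means mean inhibition across replicates of 30% or more, whatever share of single replicates reach that level; inconclusive means mean inhibition below 30% while every single replicate reaches 30%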;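 further: absorbance from insulin aggregation driven by PDI reduction with DTT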
# m5-HT2A agonist: agonists of mouse serotonin 5-HT2A receptor (HTR2A); activation, % at 7.6 µM; AID 624169; CHO-K1 mHTR2A beta-arrestin complementation, luminescence; percent of 30 µM serotonin response; 360,000 tested, 0.66% active;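 active means activation above a run cutoff, the mean activation of all tested compounds plus 3 SD, cut at about 14% in these data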;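 further: 0% = plate median of compound wells and 100% = 30 µM serotonin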
# Glyco luc inh: N-linked glycosylation inhibition; 360,000 tested, 0.23% active; D54 ERlucT glycosylation luciferase reporter, 24 h; percent of 100 nM tunicamycin response; AID 588692; reporter increase, % at 12.5 µM;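 active means mean luciferase reporter signal, scaled so untreated is 0 and the glycosylation-blocking control 100, at or above a set limit in every replicate; inconclusive means mean reaches the limit but not every replicate does; inactive means mean below the limit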;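 further: luciferase carries N-glycosylation sites so blocking glycosylation raises the light; 0% = median of neutral control wells and 100% = median of 100 nM tunicamycin wells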
# ABCB6 inh MLPCN: inhibitors of human ABC transporter ABCB6 | K562-ABCB6 porphyrin accumulation, flow cytometry, 1 h; active compounds read low | fluorescence ratio to DMSO, % at 10 µM | 360,000 tested, 0.19% active | AID 602162;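 active means fluorescence ratio to DMSO below 75%, the collection mean minus 3 SD; inconclusive means too few cells collected in the well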;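 further: signal is porphyrin accumulated inside mitochondria; 100% equals median channel fluorescence of DMSO control wells; lower ratio means ABCB6 inhibition with less porphyrin fluorescence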
# Target sequence (Q9NP58 whole entry, looked up): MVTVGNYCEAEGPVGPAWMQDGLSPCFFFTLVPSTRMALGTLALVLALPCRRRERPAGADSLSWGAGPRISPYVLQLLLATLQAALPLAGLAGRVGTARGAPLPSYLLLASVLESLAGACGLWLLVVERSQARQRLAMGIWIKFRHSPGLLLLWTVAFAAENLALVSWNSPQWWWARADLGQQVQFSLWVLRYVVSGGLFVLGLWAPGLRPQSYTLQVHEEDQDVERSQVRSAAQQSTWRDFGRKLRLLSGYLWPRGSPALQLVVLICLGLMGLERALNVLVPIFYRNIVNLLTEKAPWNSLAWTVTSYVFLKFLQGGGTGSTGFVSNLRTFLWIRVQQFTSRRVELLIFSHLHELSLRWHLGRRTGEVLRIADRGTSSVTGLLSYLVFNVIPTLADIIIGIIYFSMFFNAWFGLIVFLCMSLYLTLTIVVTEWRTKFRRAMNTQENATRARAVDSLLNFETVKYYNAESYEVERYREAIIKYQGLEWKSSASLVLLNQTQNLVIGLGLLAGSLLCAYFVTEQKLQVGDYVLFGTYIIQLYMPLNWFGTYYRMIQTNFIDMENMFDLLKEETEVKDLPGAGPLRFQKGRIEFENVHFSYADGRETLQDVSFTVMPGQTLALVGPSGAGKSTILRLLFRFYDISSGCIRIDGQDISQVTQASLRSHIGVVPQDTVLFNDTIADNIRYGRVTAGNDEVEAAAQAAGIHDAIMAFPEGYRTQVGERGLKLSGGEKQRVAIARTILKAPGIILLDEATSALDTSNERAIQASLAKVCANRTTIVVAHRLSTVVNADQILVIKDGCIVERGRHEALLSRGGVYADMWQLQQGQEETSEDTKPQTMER
# MC4R antag cAMP: blocks human MC4R cAMP signaling. MC4R-expressing cells, MTII-stimulated cAMP, LANCE TR-FRET. inhibition, % at 6.5 µM. 360,000 tested, 0.48% active. AID 540295;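 active means inhibition above its plate's cutoff, the mean of tested wells on that plate plus 3 SD, cut at about 29% in these data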;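 further: 0% = Melanotan II alone and 100% = Melanotan II plus saturating MCL0020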
#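 material = U2OS cells stably expressing human melanocortin 4 receptor (MC4R) | also added = Melanotan II challenge | dosing = single nominal compound dose of 6.5 µM | detection = TR-FRET with Eu-cAMP and labeled anti-cAMP, 671 nm | replication = singlicate | timing = compound 30 min, challenge 1 h, detection 1 h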
# CaV13 ICDI inh: Disruptors of the CACNA1D IQ motif to Ca2+-dependent inactivation inhibitor domain association, primary screening, Förster resonance energy transfer in intact living …. inhibition, % at 12.3 µM. AID 743397. 340,000 tested, 0.098% active. HEK cells, CFP/YFP FRET ICDI-IQ, plate reader, 10 min; percent FRET-ratio fall versus neutral wells;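 active means mean replicate inhibition of at least 30% and at least 1% of replicates passing that level; inconclusive means only one of the two criteria is met; inactive means neither criterion is met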;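 further: 0% = median of the neutral control wells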
# The depositor's hits bear a star; ? = inconclusive; nt = not tested or not shown.
SMILES,ABHD5 PLIN5 PPI,Exocytosis inh,Cardio protect,MC4R barr agon,PDI turbidity,m5-HT2A agonist,Glyco luc inh,ABCB6 inh MLPCN,MC4R antag cAMP,CaV13 ICDI inh
CCOc1ccc(Nc2nc(NCc3ccco3)nc(N)c2[N+](=O)[O-])cc1,-1,-1,-5,-2.8,-5,10,0,95,19,-4
CCOCCCn1c(SC(C(=O)Nc2cc(C)ccc2C)c2ccccc2)nnc1-c1ccc(Cl)cc1 (stereo unspecified),-4,20,-1,2.4,-11,-3,0,103,20,-4
CCOc1ccc(N(C)Cc2cc(=O)oc3ccc(OC)cc23)cc1,1,-2,-8,-2.1,2,4,-5,99,-2,-5
O=C(c1ccc(CN2CCOCC2)cc1)N1CCC(Cc2ccccc2)CC1,-5,6,-2,-2.1,4,-8,-8,98,2,-7
CCC(C)NC(=O)N[C@@H](CCSC)C(=O)OC (stereo partly specified),0,3,1,-2.7,-10,-3,3,104,-2,-3
COc1ccc(Nc2nc(NCc3cccs3)nc3ccsc23)cc1OC,4,-14,3,-0.8,15,-6,10,101,-3,-5
COC(=O)/C=C/c1ccccc1CN1[C@@H](CC(=O)OC)c2ccccc2S1(=O)=O,3,-9,1,-0.9,2,0,3,98,5,-9
CC(=O)Nc1nnc(SCC(=O)NC2CC2)s1,-4,6,1,-0.8,3,3,0,92,0,-3
COc1ccc(-n2ncc3c2CC(C)(C)CC3NC(=O)c2cnc(C)cn2)cc1 (stereo unspecified),1,2,-3,-1.6,5,12,-2,100,7,-2
C(=NNc1ccc2ccccc2n1)c1ccccn1,-3,-6,-15,nt,nt,-9,-19,104,nt,-12
N#C/C(=C(/O)c1cc2ccccc2o1)c1nc2ccccc2s1,0,?,-18,-0.5,-6,0,0,99,17,-7
CC12CC(NC(=O)N1c1cccc(C(=O)NCc3ccccn3)c1)c1ccccc1O2 (stereo unspecified),3,-8,3,0.7,8,0,2,101,2,-3
Cc1cccc(NC(=S)NN2CCOCC2)c1C,3,3,17,-1.6,3,-1,0,99,6,-1
COc1cc(-c2cc3nc(NCCN(C)C)ccn3n2)cc(OC)c1OC,5,-11,-1,-0.5,18,-1,10,93,0,-6
O=C(CCc1ccccc1)NC(=S)Nc1cccc(C(=O)O)c1,-1,2,-5,-3.4,9,-1,-2,96,-1,-10
CC(C)OC(=O)CSc1nnc(-c2ccc([N+](=O)[O-])cc2)o1,-3,-3,-4,0.1,0,-2,-1,98,2,-4
CN1CCn2cnc(C(=O)N3CCN(c4ccccc4)CC3)c2C1=O,-2,5,0,-1.5,-7,4,0,101,-1,-5
COC(=O)c1ccccc1NC(=O)n1cc(C)cn1,-5,-3,2,-0.6,4,-4,3,97,-4,-3
O=C(NCCc1ccc(F)cc1)c1cccs1,0,-3,0,1.2,5,1,-1,98,0,nt
Cc1cccc(C)c1-n1cccc1/C=C1/C(=N)N2C(=NC1=O)SN=C2S(C)(=O)=O,-2,16,-12,8.1,-6,-2,0,106,7,-10
Cc1c(C(=O)N(Cc2cccc(Br)c2)C2CCS(=O)(=O)C2)oc2ccccc12 (stereo unspecified),-5,2,2,-2.6,-3,-3,-2,90,7,-8
CCOP(=O)(OCC)C(Nc1ccc([N+](=O)[O-])cc1)c1ccc(Cl)cc1 (stereo unspecified),1,2,-5,2.4,2,-5,6,93,13,3
CSCCC(NS(=O)(=O)/C=C/c1ccccc1)C(=O)N1CCC(C)CC1 (stereo unspecified),-5,0,3,-2.2,2,-5,0,87,-2,-3
CCOC(=O)C1(CCOc2ccccc2)CCN(Cc2cccn2-c2cccnc2)CC1,-3,23,-20,1.1,-6,-2,-5,98,9,-5
CCN(CC)CC(C)CNC(=O)C1(O)c2ccccc2NC(=O)N1c1ccc(Cl)c(Cl)c1 (stereo unspecified),-1,2,3,-2.0,-3,4,3,98,1,-18
# Further records:
SMILES,ABHD5 PLIN5 PPI,Exocytosis inh,Cardio protect,MC4R barr agon,PDI turbidity,m5-HT2A agonist,Glyco luc inh,ABCB6 inh MLPCN,MC4R antag cAMP,CaV13 ICDI inh
COc1cccc(CC(O)CC2c3c(cc4c(c3OC)OCO4)CCN2C)c1 (stereo unspecified),7,24,1,-0.6,3,-11,7,93,12,-4
CC(CN1C(C)CCCC1C)OC(=O)c1ccc(Cl)cc1Cl (stereo unspecified),0,1,-3,-2.2,1,-5,1,96,-3,-7
O=C(COC(=O)/C=C/c1ccc(S(=O)(=O)N2CCOCC2)cc1)NCc1ccc(F)cc1,5,1,3,-3.9,2,2,7,100,-22,-4
CCn1c(CNC(=O)c2cccc(C)c2)nnc1SCC(=O)NC1CCCC1,-4,-4,2,-0.3,1,7,-1,100,-4,-5
O=C(NC1=NCCS1)C1CC2CCC1C2 (stereo unspecified),-15,3,-4,-2.6,3,2,1,93,-3,-4
CCCCN1CCc2[nH]c(=S)[nH]c(=O)c2C1,-2,-4,3,2.3,-3,6,2,100,-9,-7
COC(=O)C1CN(C(=O)COc2ccc(Cl)c(C)c2)c2ccccc2O1 (stereo unspecified),-4,19,-3,0.2,4,-4,-1,98,5,-5
Cc1nc2ccccc2c(=O)n1/N=C/c1cn(-c2ccccc2)nc1-c1cccs1,-2,4,35,0.6,-6,-10,0,77,-6,-5
COc1ccccc1CNc1nc(C)c(C(C)=O)s1,-16,-1,-5,-1.4,0,-3,8,169,-2,-7
Cc1nn(CCC#N)c(C)c1Oc1ccccc1O,-2,0,-6,-0.8,-5,1,1,98,-8,-6
CC(C)n1nc(C(=O)Nc2nc3ccc(S(C)(=O)=O)cc3s2)c2ccccc2c1=O,2,-3,5,-0.8,5,9,-4,95,3,-5
CCOC(=O)c1ccc(NC(=S)N(CCCN2CCCC(C)C2)Cc2cccs2)cc1 (stereo unspecified),2,14,-3,0.1,8,-7,3,96,0,-5
COC(=O)c1ccccc1NC(=O)C(C)n1nc(C)c2c(C)n(-c3ccccc3)nc2c1=O (stereo unspecified),8,-8,-2,0.4,4,6,-1,103,-4,-4
Clc1ccc(Cc2nn3c(Cn4nnc5ccccc54)nnc3s2)cc1,5,-4,-3,-2.4,-1,-3,-2,98,-23,-5
COc1ccc(Cl)cc1NC(=O)CSc1nnc(C2CC2)n1N,5,-10,5,-3.7,12,-1,0,100,11,-6
COc1ccc(C(=O)Nc2ccccc2C(=O)N2CCOCC2)cc1Br,6,-3,5,-0.6,-24,-4,4,96,-1,nt
CC1(OC(=O)C2CCCC2)C(=O)C=C2C=C(c3ccsc3)N(Cc3ccco3)C=C2C1=O (stereo unspecified),6,2,4,-0.8,-6,-2,-3,103,2,nt
CCOc1cc(-c2nn3cnnc3s2)cc(OCC)c1OCC,1,8,4,-2.5,-7,2,0,88,1,-4
COc1cc(/C=N/NC(=O)c2ccc3nc[nH]c3c2)ccc1O,-6,-2,9,-0.2,-3,3,0,87,-1,-3
CCC(=O)N1CCCn2c1nc1ccccc12,1,-6,-6,-0.4,-2,5,1,100,4,-5
COCc1c(C(=O)NC(C)c2ccc(S(N)(=O)=O)cc2)oc2ccccc12 (stereo unspecified),7,21,0,-0.9,-7,2,-1,101,1,-2
Cc1coc2c1c(C)cc1oc(=O)c(Cc3ccccc3)c(C)c12,-1,63*,-11,-1.9,10,2,0,66*,-2,-5
N#Cc1c(NC(=O)COC(=O)C2=COCCO2)sc2c1CCCC2,5,-2,2,-0.7,-7,-1,3,92,1,-6
O=[N+]([O-])c1ccc(NCCCNS(=O)(=O)c2ccc(Cl)cc2)c(Cl)c1,-3,3,-22,-1.6,-3,0,-2,102,7,-10
COC(=O)c1cc(-c2cccs2)nn1-c1ccccc1,-2,0,10,-2.8,-2,-1,0,96,-1,-4

# Reformatted with two lines to a compound: 11 of the compounds above
# Every second line gives: ABHD5 PLIN5 PPI	Exocytosis inh	Cardio protect	MC4R barr agon	PDI turbidity	m5-HT2A agonist	Glyco luc inh	ABCB6 inh MLPCN	MC4R antag cAMP	CaV13 ICDI inh
- COc1ccc(Cl)cc1NC(=O)CSc1nnc(C2CC2)n1N
    5	-10	5	-3.7	12	-1	0	100	11	-6
- COc1ccc(C(=O)Nc2ccccc2C(=O)N2CCOCC2)cc1Br
    6	-3	5	-0.6	-24	-4	4	96	-1	nt
- CC1(OC(=O)C2CCCC2)C(=O)C=C2C=C(c3ccsc3)N(Cc3ccco3)C=C2C1=O (stereo unspecified)
    6	2	4	-0.8	-6	-2	-3	103	2	nt
- CCOc1cc(-c2nn3cnnc3s2)cc(OCC)c1OCC
    1	8	4	-2.5	-7	2	0	88	1	-4
- COc1cc(/C=N/NC(=O)c2ccc3nc[nH]c3c2)ccc1O
    -6	-2	9	-0.2	-3	3	0	87	-1	-3
- CCC(=O)N1CCCn2c1nc1ccccc12
    1	-6	-6	-0.4	-2	5	1	100	4	-5
- COCc1c(C(=O)NC(C)c2ccc(S(N)(=O)=O)cc2)oc2ccccc12 (stereo unspecified)
    7	21	0	-0.9	-7	2	-1	101	1	-2
- Cc1coc2c1c(C)cc1oc(=O)c(Cc3ccccc3)c(C)c12
    -1	63*	-11	-1.9	10	2	0	66*	-2	-5
- N#Cc1c(NC(=O)COC(=O)C2=COCCO2)sc2c1CCCC2
    5	-2	2	-0.7	-7	-1	3	92	1	-6
- O=[N+]([O-])c1ccc(NCCCNS(=O)(=O)c2ccc(Cl)cc2)c(Cl)c1
    -3	3	-22	-1.6	-3	0	-2	102	7	-10
- COC(=O)c1cc(-c2cccs2)nn1-c1ccccc1
    -2	0	10	-2.8	-2	-1	0	96	-1	-4

# (list continues)
SMILES,ABHD5 PLIN5 PPI,Exocytosis inh,Cardio protect,MC4R barr agon,PDI turbidity,m5-HT2A agonist,Glyco luc inh,ABCB6 inh MLPCN,MC4R antag cAMP,CaV13 ICDI inh
CCCCN(CC)Cc1ccc(CNC(=S)Nc2c(C)cc(C)cc2C)o1,-7,11,4,4.6,10,-2,-1,99,-1,-4
Cc1ccc(OC(=O)C23CC4CC(CC(C4)C2)C3)c(C)n1,1,-1,-11,2.0,-5,1,0,101,1,-6
CC1CCc2[nH]c3ccc(C(=O)NCC4CCCO4)cc3c2C1 (stereo unspecified),-6,-4,-11,-0.7,4,0,3,122,1,-6
COc1ccc(OC)c(S(=O)(=O)ON2C(=O)c3ccccc3C2=O)c1,-5,-7,1,0.0,7,2,22,105,13,0
CC(=C/c1ccco1)/C=N/NC(=O)c1ccncc1,-5,-6,3,-0.7,19,4,3,101,-20,-5
COc1cccc(NC(=O)C2CCN(S(=O)(=O)c3ccc(N4CCCC4=O)cc3)CC2)c1,2,-3,-7,-1.7,7,9,-2,98,6,-6
Nc1nnc(C(F)(F)F)s1,-3,0,6,-1.7,-1,-3,0,108,23,-2
